HCMV inh: inhibitors of human cytomegalovirus | HFF cells, HCMV-luciferase reporter, 72 h; stronger effect = lower value | activity change, negative = inhibition, % at 57.5 µM | 410,000 tested, 4.5% active; in the data active means activity change below about -60%; inconclusive means no clear call, values can overlap the other calls; inactive means above about -39%
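Two-dose cell screen: HFF monolayers treated with compounds and infected with luciferase-expressing HCMV at 1 PFU/cell, 72 h at 37C, then lysed for luciferase measurement.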
HCV inh: HCV inhibition; Huh7.5.1 HCVcc-Cre infection, luciferase reporter, 44 h; Potency, µM (doses to about 41.8 µM), inactives show top-dose activity change, negative = inhibition, hits mostly inhibitors; 340,000 tested, 3.4% active; further: potency means the concentration at half of the fitted maximal effect
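Seed cells (1,000/well) for 4 h; treat with compound and infect with HCVcc-Cre, moi about 0.5. Incubate 44 h, then detect luciferase activity.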
FBPA Giardia inh: blocks Giardia fructose-bisphosphate aldolase activity; A8B2U2; purified Giardia FBPA; Potency, µM (highest dose often 59.6 µM), without a hit: at the highest dose activity, negative = inhibition, most hits filed as inhibitors; 290,000 tested, 0.71% active; AID 2451; further: potency means the concentration at half of the fitted maximal effect; nearly all actives have a fitted effect of over 55% in size
Target sequence (A8B2U2 whole entry, looked up): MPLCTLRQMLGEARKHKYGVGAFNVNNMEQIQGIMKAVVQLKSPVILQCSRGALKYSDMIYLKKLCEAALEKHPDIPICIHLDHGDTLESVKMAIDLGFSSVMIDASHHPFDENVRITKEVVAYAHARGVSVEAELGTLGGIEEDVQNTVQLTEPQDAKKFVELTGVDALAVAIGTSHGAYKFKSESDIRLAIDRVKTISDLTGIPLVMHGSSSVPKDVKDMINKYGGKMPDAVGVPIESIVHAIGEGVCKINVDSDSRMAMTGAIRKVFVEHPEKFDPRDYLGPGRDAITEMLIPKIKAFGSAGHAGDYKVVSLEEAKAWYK
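40 nM FBPA preincubated 10 min at RT with compound (up to 57.5 uM final), then substrate plus GAPDH/TPI/NAD/arsenate coupling and diaphorase/resazurin added. Fluorescence read after 20 min at RT, 525/598 nm.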
AmpC inh detg: blocks E. coli AmpC beta-lactamase in detergent assay; P00811; AmpC hydrolysis of nitrocefin, absorbance 480 nm, 0.01% Triton; Potency, µM (highest dose often 114 µM), without a hit: at the top dose activity change, negative = inhibition, hits mostly inhibitors; 370,000 tested, 0.041% active;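 further: potency means the concentration at half of the fitted maximal effect; 0% = no-compound wells and -100% = no-enzyme wells; nearly all actives have a fitted effect of over 25% in size; some results filed as inactive show a strong effect at the top dose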
Target sequence (P00811 whole entry, looked up): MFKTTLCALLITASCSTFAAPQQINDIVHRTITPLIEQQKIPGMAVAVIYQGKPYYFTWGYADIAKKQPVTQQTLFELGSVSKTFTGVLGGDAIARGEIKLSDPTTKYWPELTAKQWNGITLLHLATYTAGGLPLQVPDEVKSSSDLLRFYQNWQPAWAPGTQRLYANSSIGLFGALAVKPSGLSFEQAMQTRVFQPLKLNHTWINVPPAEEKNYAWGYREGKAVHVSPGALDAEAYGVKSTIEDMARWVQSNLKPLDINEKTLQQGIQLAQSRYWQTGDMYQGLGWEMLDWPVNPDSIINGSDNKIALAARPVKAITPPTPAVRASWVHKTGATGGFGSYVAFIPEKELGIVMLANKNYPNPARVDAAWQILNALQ
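AmpC (5.3 nM in the dispensed reagent) in 20 mM phosphate pH 7.0 with 0.01% (detergent screen) or 0.0001% Triton X-100 was preincubated with compounds for 15 min at room temperature. Nitrocefin was then added from an 800 uM solution, and hydrolysis was followed at 480 nm.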
AMA1-RON2 inh: inhibitors of Plasmodium falciparum AMA1-RON2 interaction; AlphaScreen AMA1-biotinylated RON2 peptide binding; 360,000 tested, 0.2% active; Potency, µM (top dose mostly 58.2 µM), inactives show at the highest dose activity change, negative = inhibition, actives largely listed as inhibitors;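 further: potency means the concentration at half of the fitted maximal effect; 0% = vehicle wells and -100% = peptide control; nearly all actives have a fitted effect of over 45% in size; some results filed as inactive show a strong effect at the top dose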
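AMA1 (3D7) with his tag at 25 nM final met compounds first, then biotinylated RON2 peptide at 25 nM; detection used donor plus acceptor beads, 10 µg/mL apiece, read by AlphaScreen after 30 min at room temperature.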
Sm TGR block: S. mansoni TGR enzyme inhibition; AID 485364; 360,000 tested, 3% active; purified TGR, DTNB reduction, TNB absorbance 405 nm; Potency, µM (highest dose often 114 µM), for the others: at the top dose activity change, negative = inhibition, hits mostly inhibitors; Q962Y6; further: potency means the concentration at half of the fitted maximal effect; nearly all actives have a fitted effect of over 60% in size
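TGR 20 nM + NADPH 100 uM (dispensed conc.), cpd preinc 15 min RT; start with NADPH (500 uM addition) then DTNB (15 mM addition). Kinetic TNB absorbance, 405 nm filter. Four-parameter Hill fit across titration.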
* hit, by the source's call; u = inconclusive; x = no result given; & = joins results of further samples; [ ] = remark or other dose. Unless noted, the call rests on the fitted dose curve; in most records, active means well fitted curve in the direction sought with a large enough effect; inconclusive means small, poorly fitted or top-dose-only effect, or another doubt; inactive means no such curve, though single readings can be large; an effect the other way counts as inactive or inconclusive. Unless noted, on the % scale 0 is the no-effect control and ±100 the full control effect.

Order of results – HCMV inh	HCV inh	FBPA Giardia inh	AmpC inh detg	AMA1-RON2 inh	Sm TGR block
CCN1C(=O)C(CC(=O)Nc2ccc(OC)cc2)N(CCc2ccccc2)C1=S (centres undefined)
→ u	-29%	-4%	-13%	-12%	-7%
CN(CC(O)CN1CCOCC1)S(=O)(=O)O (centres undefined)
→ 0&10	7%&6%	-2%&7%	0%&6%	9%&0%	13%&18%
COc1ccc2nc(C)cc(Nc3ccc(N4CCN(C)CC4)cc3)c2c1
→ -102*	10µM*	-6%	-6%	-11%	9%
Fc1ccc(CNc2nc3c(-c4ccc(F)cc4)nnn3c3ccccc23)cc1
→ 35	x	x	-9%	x	-1%
CCc1cc(=O)oc2cc(OC(=O)c3ccco3)ccc12
→ 0	5%	x	4%	-6%	-1%
Cc1ccnc(SCC(=O)c2cccc([N+](=O)[O-])c2)n1
→ u	1%	-4%	-1%	9%	-24%
CC(C)(C)OC(=O)COc1cc(F)ccc1[N+](=O)[O-]
→ -7	4%	x	0%	16%	-14%
O=C(N/C(=C/c1ccc(Br)cc1)C(=O)N1CCCC1=O)c1ccco1
→ u	-9%	-3%	-6%	6%	u
O=c1cc(CSc2ccccn2)nc(N2CCN(c3ccccc3)CC2)[nH]1
→ 15	-9%	7%	2%	-3%	10%
O=C(OCc1ccc(Cl)cc1Cl)c1cccnc1Cl
→ -1	-2%	x	u	12%	0%
O=C(C[n+]1ccccc1)Nc1c(Cl)cc(Cl)cc1Cl
→ u	6%	13µM*	-4%	2%	8.9µM*
O=C(O)CN1C(=O)/C(=C\c2cccc(OCc3ccccc3)c2)SC1=S
→ 7	4%	28%	u	-4%	0.5µM*
Cc1ccc(O)c(NC(=O)c2cc(-c3ccc(F)cc3)on2)c1
→ -15&16	0%	7%	16%	-12%	0%&5%
CC1Cc2cc(S(=O)(=O)N3CCC(C(=O)Nc4ccccn4)CC3)ccc2N1C(=O)C1CCC1 (centres undefined)
→ -73*	7.9µM*	14%	0%	-3%	3%
CCN(CC)CCCNC(=O)CCn1nc(-c2ccc(Cl)cc2)ccc1=O
→ -27	6%	-3%	2%	15%	-26%
Cc1ccccc1C(=O)NCC(=O)OC(C)C(=O)Nc1cccc(S(=O)(=O)N2CCOCC2)c1 (centres undefined)
→ -30	5%	x	-4%	-7%	16%
CCn1ccc2c(OCC(=O)NCc3ccccc3)cccc2c1=O
→ 19	x	x	0%	x	4%
COC(=O)c1ccc(OCC2c3cc(OC)c(OC)cc3CCN2C(C)=O)cc1 (centres undefined)
→ 16	u	1%	-4%	5%	-4%
Nc1ncnc2c1CCC2
→ 13	-3%	-18%	-16%	-3%	6%
CCC(C)NC(=O)C1CCC(=O)N1CCc1ccccc1 (centres undefined)
→ 29	24%	5%	1%	1%	-5%
CCCCNC(=S)Nc1ccc2cn[nH]c2c1
→ -38	0%	1%	-3%	6%	-11%
COC(=O)C1(C)NC(c2ccc(O)cc2)C2C(=O)N(c3ccc(C)cc3)C(=O)C21 (centres undefined)
→ 53	9%	9%	3%	15%	u
CC(=O)COc1ccc2oc(=O)cc(-c3cc4ccccc4o3)c2c1
→ -11	14µM*	x	-4%	-4%	20%
CCCCCn1nnc2c(=O)oc3ccccc3c21
→ u	18%	0%	-2%	16%	x
COc1ccc2cnnc(SCC(=O)Nc3ccc(C(=O)O)cc3)c2c1OC
→ -10	27%	17%	3%	6%[11.6 µM]	-7%
O=S(=O)(NC(=S)c1ccccc1)c1ccc(F)cc1
→ 59	13%	-6%	-10%	-5%	-27%
O=[N+]([O-])c1cccc(/C=N/N=C\c2ccccc2)c1
→ 47	1%	0%	0%	-6%	-4%
COc1cccc(-c2csc(NC(C)=O)n2)c1
→ 31	u	4%	2%	-3%	8%
O=C(Nc1cccc2ccccc12)c1ccc([N+](=O)[O-])cc1
→ -14	-6%	-4%	2%	-5%	6%
CCOc1ccc(NC(=O)C(C)Oc2ccccc2C(=O)Nc2cccc(Cl)c2Cl)cc1 (centres undefined)
→ 32	17%	1%	-5%	15%	21%

Part of the list above in another layout:
SMILES	HCMV inh	HCV inh	FBPA Giardia inh	AmpC inh detg	AMA1-RON2 inh	Sm TGR block
CCOc1ccc(NC(=O)C(C)Oc2ccccc2C(=O)Nc2cccc(Cl)c2Cl)cc1 (centres undefined)	32	17%	1%	-5%	15%	21%
CCCCCn1nnc2c(=O)oc3ccccc3c21	u	18%	0%	-2%	16%	x

The results go on:
Order of results – HCMV inh	HCV inh	FBPA Giardia inh	AmpC inh detg	AMA1-RON2 inh	Sm TGR block
COc1ccccc1-n1cnc2cc(C(=O)NC3CCCC3)ccc21
→ 13	-3%	-3%	u	19%	-7%
CC(C)(C)NC(=O)C(c1ccco1)N(C(=O)c1ccc(CN2CCOCC2)o1)c1ccccc1 (centres undefined)
→ -11	28%	0%	u	0%	-28%
O=C(CCNS(=O)(=O)c1ccc(Br)cc1)N1CCCCCCC1
→ -16	11%	x	-21%	-12%	-2%
O=C(CSc1nc2c(c(=O)n1-c1ccc(Cl)cc1)SCC2)Nc1ccc2c(c1)OCCO2
→ -20	-29%&4%	-6%	u	-6%	1%
COc1cc(/C=C(/NC(=O)c2ccccc2)C(=O)N2CCN(C)CC2)c([N+](=O)[O-])cc1OC
→ 11	-1%	-3%	u	-4%	-8%
COc1ccc(NS(=O)(=O)c2ccc(N3CCOCC3)c(NC(=O)c3ccco3)c2)cc1
→ -22	-27%	0%	4%	-20%	2%
Cc1ccccc1-n1c(-c2ccncc2)n[nH]c1=S
→ 29	16%	u	2%	3%	9%
COc1ccccc1NC(=O)Cc1csc(NC(=S)Nc2ccc(C)cc2)n1
→ -102*	u	x	2%	56%[activator]	-30%
Cc1noc(C)c1CSc1nc2ccccc2c(=O)n1-c1ccccc1
→ 64	4µM*	4%	-5%	10%	7%[11.4 µM]
COc1cc(OC)c2c(N)c(C#N)c(C(F)(F)C(F)(F)F)nc2c1
→ 35	3%	1%	-4%	0%	9%
CCOc1ccc(NC(=S)NNC(=O)c2cc(Br)ccc2Cl)cc1
→ -22	-11%	11%	-10%	106%[activator]	8%
CCOC(=O)c1c(COC(=O)c2ccco2)nc2ccccc2[n+]1[O-]
→ 46	10%	5%	-11%	-5%	u
CCn1cc(C2=NOC(C(=O)O)C2)c(C)n1 (centres undefined)
→ 3	x	8%	-6%	13%	-25%
O=C(C[C@H]1C/C=C/CC[C@@H](Cc2ccc(F)cc2)C(=O)OC[C@H](c2ccccc2)NC1=O)NCCO
→ u	5%	x	x	2%	x
Cc1ccc(NC2=NCCC2)cc1Cl
→ 57	2%	4%	-9%	6%	-1%
O=C(CN1CCN(c2ccc(O)cc2)CC1)Nc1ccccc1C(=O)NCCc1ccccc1
→ -61*	13µM*	x	-7%	5%	40µM*
CC1(C)CNC(=O)c2sc(N3CCOCC3)nc2C1
→ 1	-11%	9%	-4%	15%	-2%
CCc1ccc(NC(=O)c2cc(C)no2)cc1
→ -32	u	-7%	1%	2%	-19%
COc1cc(OC)c2ccc(=O)oc2c1C(CC(=O)N1CCN(c2ccccc2)CC1)c1ccc2c(c1)OCO2 (centres undefined)
→ 12	u	-5%&-2%	-7%	-4%	3%
CN(C)c1ncnc(N(C)C)c1[N+](=O)[O-]
→ -9	2%	1%	7%	-2%	7%
COc1ccc(NC(=O)Nc2c[nH]c(=O)[nH]c2=O)cc1
→ 19	-3%	2%	u	2%	-15%
COc1ccc(NC(=O)N2CCN3CCCCC3C2)cc1OC (centres undefined)
→ -31	x	x	-11%	x	3%
O=C(Nc1nnc(-c2ccccc2)s1)c1ccc(Cl)c(S(=O)(=O)N2CCOCC2)c1
→ x	x	4%	u	x	-2%
Cc1c(C(=O)NCc2ccc(Cl)cc2)oc2ccc3c(c12)C(=O)CC(C)(C)O3
→ -18	x	x	-4%	x	2%
O=C(Cn1ccc(C(F)(F)F)n1)N=Nc1c(O)[nH]c2ccccc12
→ -14	13%	-4%	4%	4%	8%
COc1ccc(S(=O)(=O)NCC2CCCN(Cc3ccc(O)cc3)C2)cc1 (centres undefined)
→ -31	5%	3%	-9%	-4%	-56%
C[C@H]1CC[C@@]2(C)[C@@H](CC[C@@H]3[C@@H]2CC[C@]2(C)[C@@H](O)CC[C@@H]32)C1
→ -100*	14%	-5%	-9%	-9%	0%
COc1ccc(NS(=O)(=O)c2ccc(N/N=C/c3ccc(N4CCOCC4)cc3)c([N+](=O)[O-])c2)cc1
→ 56	13%	1%	-4%	-5%	-8%
COc1cc(C(=O)N[C@H](C(=O)NC2CCCc3ccccc32)C(C)C)cc(OC)c1OC (some centres undefined)
→ 11	14%	x	x	-4%	x
O=C(NNC(=O)c1ccccc1Cl)c1ccc(-n2cncn2)c([N+](=O)[O-])c1
→ -8	14%	x	u	51%[activator]	-29%

In another format: three of the compounds above.
O=C(CN1CCN(c2ccc(O)cc2)CC1)Nc1ccccc1C(=O)NCCc1ccccc1
  HCMV inh: -61*
  HCV inh: 13µM*
  FBPA Giardia inh: x
  AmpC inh detg: -7%
  AMA1-RON2 inh: 5%
  Sm TGR block: 40µM*

CC1(C)CNC(=O)c2sc(N3CCOCC3)nc2C1
  HCMV inh: 1
  HCV inh: -11%
  FBPA Giardia inh: 9%
  AmpC inh detg: -4%
  AMA1-RON2 inh: 15%
  Sm TGR block: -2%

CCc1ccc(NC(=O)c2cc(C)no2)cc1
  HCMV inh: -32
  HCV inh: u
  FBPA Giardia inh: -7%
  AmpC inh detg: 1%
  AMA1-RON2 inh: 2%
  Sm TGR block: -19%

(cont.)
Order of results – HCMV inh	HCV inh	FBPA Giardia inh	AmpC inh detg	AMA1-RON2 inh	Sm TGR block
c1ccc(CNc2nc(-c3cccnc3)nc3ccccc23)cc1
→ -37	u	8%&-4%	-2%	-2%	u
COc1ccc(C(=O)NNC(=O)c2cc3cc(OC)ccc3oc2=O)cc1
→ 25	-4%	4%	-4%	13%	8%
COc1ccccc1N(C(C)=O)c1nc(C)cc(C)c1C#N
→ 41	9%	0%	-4%	-4%	-3%
O=C(CN1CCCCC1)Nc1nnc(-c2ccc([N+](=O)[O-])cc2)s1
→ 9	-24%	-6%	4%	-4%	-13%
CCC(C)Sc1nnc(-c2c[nH]c3ccccc23)n1CCOC (centres undefined)
→ -33	2%	3%	-8%	-8%	10%
CC(=O)Nc1ccc(OC(=O)c2ccc(Cl)cc2)cc1
→ 25	12%	29%	u	-9%	2%
CC1(C)NC(=O)N(CN2C(=O)NC(C)(C)C2=O)C1=O
→ 27	19%	7%	0%	32%[activator]	2%
O=C(N/C(=C\c1ccc(-c2ccccc2)o1)C(=O)N1CCOCC1)c1ccccc1
→ -31	u	-7%	8%	-17%	u
COc1ccc(Nc2nnc(SCc3cc(=O)n4ccsc4n3)s2)cc1
→ 45	-15%	u	-1%	3%	-1%
CCOC(=O)C1=C(C)NC(C)=C(C(=O)OCC)C1C(=O)OCC(=O)N(C)C
→ -31	4%	0%	1%	7%	-14%
COc1cc2c(cc1OC)/C(=C/C(=O)c1ccc(F)cc1)NCC2
→ -25	u	-8%	-6%	-5%	-17%
O=C(Nc1nc2c(F)cc(F)cc2s1)C1CC(=O)N(Cc2ccco2)C1 (centres undefined)
→ 3	-10%	-22%	-5%	-1%	5µM*
O=C(CSc1nccn1-c1ccccc1)c1ccc(Br)cc1
→ 34	-6%	0%	-21%	-25%	-29%
C[C@@]12C(=O)N(Cc3ccccc3)CC(=O)N1[C@H](/C=C/c1ccccc1)[C@@H]1C(=O)N(c3ccccc3)C(=O)[C@@H]12
→ 17	26%	5%	-14%	-1%	-1%
CC(C)(C)c1ccccc1NC(=O)c1ccco1
→ -8	-16%	3%	-15%	8%	4%
